Assay outcomes from PubChem BioAssay.
RECQ1 inh: blocks DNA unwinding by human RECQ1; P46063; RECQ1 DNA unwinding, red fluorescence kinetic read; Potency, µM (top dose mostly 57.3 µM), without a hit: top-dose activity, negative = inhibition, usual class: inhibitors; 240,000 compounds, 0.54% hits; AID 2549;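 further: plate controls were vehicle for no effect and no enzyme for full effect; nearly all actives have a fitted effect of over 30% in size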
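50 nM RECQ1T1 preincubated 15 min with compound in Tris pH 8.0 buffer with MgCl2, DTT, Tween-20 and 2.5 ug/ml poly(dI-dC); started with 200 nM TAMRA/BHQ-2 forked duplex and 2 mM ATP. Unwinding read as fluorescence (525/598 nm), two reads 2 h apart.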
JMJD2E inh: blocks human JMJD2E demethylase activity. JMJD2E catalytic domain, FDH-coupled NADH fluorescence (FDH is formaldehyde dehydrogenase). Potency, µM (highest dose often 57.1 µM), without a hit: at the highest dose activity change, negative = inhibition, actives largely listed as inhibitors. 230,000 compounds, 1.6% hits. AID 2147; active means well fitted inhibition curve with a large enough effect, not every such curve was filed as active; inconclusive means small, poorly fitted or top-dose-only effect, or another doubt; inactive means no such curve, though single readings can be large or run the other way;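 further: 0% = wells with enzyme and -100% = buffer wells without enzyme; nearly all actives have a fitted effect of over 50% in size; many of its hits are not listed in these tables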
Target sequence (B2RXH2 1-337 limits assumed): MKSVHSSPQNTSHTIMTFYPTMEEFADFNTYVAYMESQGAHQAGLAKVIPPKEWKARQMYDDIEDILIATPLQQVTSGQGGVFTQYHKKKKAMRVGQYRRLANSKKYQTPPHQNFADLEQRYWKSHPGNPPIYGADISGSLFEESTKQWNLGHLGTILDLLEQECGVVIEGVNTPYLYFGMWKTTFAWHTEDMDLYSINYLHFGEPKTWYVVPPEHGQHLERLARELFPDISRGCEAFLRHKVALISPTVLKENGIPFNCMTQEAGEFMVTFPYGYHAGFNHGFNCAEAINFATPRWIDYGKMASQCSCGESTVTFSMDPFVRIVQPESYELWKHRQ
KinaseGlo FLuc: Kinase-Glo luciferase inhibition (counter-screen); Kinase-Glo luciferase, ATP luminescence, 8 min; Potency, µM (doses to about 38.3 µM), without a hit: at the highest dose activity change, negative = inhibition, most hits filed as inhibitors; AID 1379; 200,000 compounds, 0.28% hits; further: on the % scale 0 is the no-effect control and ±100 the full control effect; nearly all actives have a fitted effect of over 60% in size
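Compounds were added to a substrate mix at pH 7.2 (50 mM imidazole, 10 uM ATP, within the enzyme's linear range), followed by Kinase-Glo detection reagent; luminescence was measured after 8 minutes at ambient temperature.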
Epigenetic reg: epigenetic control regulation, reporter derepression. Potency, µM (titrated, usually from 53.9 µM), for the others: top-dose GFP activation, actives largely listed as activators. murine LDR cells, GFP reporter derepression, 30 h. 280,000 compounds, 0.2% hits; further: % of control where 0% means no effect; nearly all actives have a fitted effect of over 60% in size
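Murine LDR cells carrying a silenced, genomically integrated CMV-driven GFP reporter were exposed to compound for 30 hours at 37 C. After PBS washes, GFP-positive cells (20–120 um objects) were counted by laser-scanning microplate cytometry.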
NPSR antag: neuropeptide S receptor (human) antagonism, cAMP. CHO-NPSR cells, cAMP TR-FRET, antagonist mode. Potency, µM (titrated, usually from 38.3 µM), for the others: top-dose activity change, negative = inhibition, hits mostly inhibitors. 220,000 compounds, 1% hits. AID 1461; further: on the % scale 0 is the no-effect control and ±100 the full control effect; nearly all actives have a fitted effect of over 50% in size; many of its hits are not listed in these tables
Target sequence (Q6W5P4 whole entry, looked up): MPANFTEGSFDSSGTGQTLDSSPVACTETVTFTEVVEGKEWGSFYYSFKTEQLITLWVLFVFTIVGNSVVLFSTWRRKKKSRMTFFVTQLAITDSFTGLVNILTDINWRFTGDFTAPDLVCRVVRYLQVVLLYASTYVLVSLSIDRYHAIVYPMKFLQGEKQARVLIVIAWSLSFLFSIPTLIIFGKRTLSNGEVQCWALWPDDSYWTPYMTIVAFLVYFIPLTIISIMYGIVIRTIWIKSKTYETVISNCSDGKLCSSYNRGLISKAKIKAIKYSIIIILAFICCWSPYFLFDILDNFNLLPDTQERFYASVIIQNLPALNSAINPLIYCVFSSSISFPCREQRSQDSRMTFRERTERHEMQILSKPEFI
IMPase Li inh: IMPase inhibition in cells with lithium potentiation | AID 1457 | 210,000 compounds, 0.35% hits | Potency, µM (series often up to 59.4 µM), without a hit: at the highest dose activity, negative = IMPase inhibition, usual class: inhibitors | CHO-M1 cells, IP1 TR-FRET (IP-One), carbachol + lithium;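 further: IP1 builds up when IMPase is blocked and the TR-FRET signal falls; plate controls were basal vehicle for no effect and high inhibitor control for full effect; nearly all actives have a fitted effect of over 50% in size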
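Lithium-sensitised IP1 accumulation assay; M1-expressing CHO cells treated 30 min at 37C with compound. Competitive antibody detection by time-resolved FRET followed a 10 min room-temperature lysis step.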
SMN2 splice up: SMN2 splice variant enhancement; HEK293 SMN2-luciferase splicing reporter, luminescence, 30-36 h; Potency, µM (doses to about 46.1 µM), inactives show at the highest dose activity change, positive = activation, hits mostly activators; 210,000 compounds, 2.8% hits; further: % of control where 0% means no effect; nearly all actives have a fitted effect of over 55% in size
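qHTS luciferase splicing reporter: luminescence rises when SMN2 exon 7 is included in transfected HEK293 cells. Compound exposure lasted 30-36 h at 37C, with 4.5 mM final sodium butyrate as control, followed by a ONE-Glo read.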
RGS12 GoLoco inh: blocks human Gai1 binding to RGS12 GoLoco peptide, red readout; P63096; Potency, µM (series often up to 61.6 µM), for the others: top-dose activity, negative = inhibition, most hits filed as inhibitors; Gai1:RGS12 GoLoco peptide FP, rhodamine, 10 min; 230,000 compounds, 0.44% hits; AID 880; active means well fitted inhibition curve with a large enough effect, not every such curve was filed as active; inactive means no such curve, though single readings can be large or run the other way; further: on the % scale 0 is the no-effect control and ±100 the full control effect; nearly all actives have a fitted effect of over 30% in size; many of its hits are not listed in these tables
Target sequence (P63096 whole entry, looked up): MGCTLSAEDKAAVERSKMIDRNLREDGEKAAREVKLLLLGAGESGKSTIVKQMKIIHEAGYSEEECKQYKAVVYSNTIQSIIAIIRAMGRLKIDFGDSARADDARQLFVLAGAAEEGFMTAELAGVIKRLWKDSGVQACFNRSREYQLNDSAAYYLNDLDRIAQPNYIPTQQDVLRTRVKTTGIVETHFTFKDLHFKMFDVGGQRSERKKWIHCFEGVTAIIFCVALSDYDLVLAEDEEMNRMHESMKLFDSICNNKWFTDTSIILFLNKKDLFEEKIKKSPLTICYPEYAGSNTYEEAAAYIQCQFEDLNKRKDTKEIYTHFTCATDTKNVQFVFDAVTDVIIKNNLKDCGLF
The depositor's hits bear a star; i = inactive; ? = inconclusive; . = not tested or not shown; [ ] = dose if it differs, or a comment. Unless noted, the call rests on the fitted dose curve; in most records, active means well fitted curve in the direction sought with a large enough effect; inconclusive means small, poorly fitted or top-dose-only effect, or another doubt; inactive means no such curve, though single readings can be large; an effect the other way counts as inactive or inconclusive. Potency means the concentration at half of the fitted maximal effect.

| SMILES | RECQ1 inh | JMJD2E inh | KinaseGlo FLuc | Epigenetic reg | NPSR antag | IMPase Li inh | SMN2 splice up | RGS12 GoLoco inh |
| --- | --- | --- | --- | --- | --- | --- | --- | --- |
| O=C(C1CC(c2ccc(F)cc2)=NO1)N1CCN(Cc2ccccc2)CC1 (stereo unspecified) | -7% | 12% | 0% | 1.5% | -8%[46.1 µM] | -18%[38.3 µM] | -11% | -8% |
| COc1ccc(Nc2nc(NCC3CCCO3)c3ccccc3n2)c(OC)c1 (stereo unspecified) | -24% | 0% | 0% | 0.5% | -49% | 18% | -44%[inhibitor] | -2% |
| CC[C@@H](C)C(N)c1cn([C@@H](CCC(=O)O)C(=O)N2CCNCC2)nn1 (stereo partly specified) | -17% | -6% | . | 0.0% | -38% | 4% | . | 11% |
| COc1ccc(-c2nnn(CC(=O)N3CCN(c4ccc(F)cc4)CC3)n2)cc1 | -2% | 4% | . | 1.4% | 2% | . | . | 4% |
| COc1ccc(NC(=S)NCCc2c[nH]c3ccccc23)c(OC)c1 | 11% | -5% | 4% | -3.6% | -10% | 12% | -54%[inhibitor] | 27% |
| N#CC1=C(S)N(c2ccccc2)C(c2cccs2)NC1=O (stereo unspecified) | 5% | -25% | 6% | -0.1% | ? | -4% | 24% | -16% |
| Cn1c(SCc2ccccn2)nnc1-c1ccccc1 | -1% | -26% | 5% | -1.2% | -4% | 1% | . | -5% |
| COc1ccc(NC(=O)Cc2nn(C)c(=O)c3ccccc23)c2ncccc12 | -4% | 9% | -5% | -0.4% | -1%[46.1 µM] | -25%[38.3 µM] | -93%[inhibitor] | -3% |
| O=C(CSc1nc(CCC2CCCC2)nc2ccccc12)NCc1ccc2c(c1)OCO2 | -6% | 13% | -2% | -0.9% | -48% | ? | 0%[1.84 µM] | 6% |
| NC(=O)c1nnsc1-c1ccc(-c2snnc2C(N)=O)cc1 | -10% | 13% | . | 14% | -13% | . | . | 0% |
| NC(=O)CSc1nnc(CNc2ccc(F)cc2)n1CC1CCCO1 (stereo unspecified) | -8% | 0% | 0% | 0.8% | 18%[46.1 µM] | -9%[38.3 µM] | 6% | -10% |
| CSc1ccc(S(=O)(=O)Nc2ccc(S(=O)(=O)Nc3ccc(C)cc3)cc2)cc1 | -22% | -8% | 2% | -0.7% | -17%[46.1 µM] | 21%[38.3 µM] | 4% | 0% |
| O=C(CNS(=O)(=O)c1ccc(Br)s1)N1CCN(C(=O)c2ccco2)CC1 | -7% | 7% | 3% | 0.0% | -19%[46.1 µM] | -4%[38.3 µM] | -12% | 9% |
| CN(C)c1ccc(NC(=O)c2sc(SCC(=O)Nc3ccc(Br)cc3)nc2N)cc1 | -4% | 1% | -4% | 0.0% | -6%[46.1 µM] | -1%[38.3 µM] | -18% | -6% |
| Cc1cccc(NCc2cc(Cl)cc(Cl)c2O)n1 | -1% | 0% | 4% | 2.5% | 22%[46.1 µM] | 18% | -14% | -2% |

2 successive records out of the list so far, quoted:
| SMILES | RECQ1 inh | JMJD2E inh | KinaseGlo FLuc | Epigenetic reg | NPSR antag | IMPase Li inh | SMN2 splice up | RGS12 GoLoco inh |
| --- | --- | --- | --- | --- | --- | --- | --- | --- |
| O=C(C1CC(c2ccc(F)cc2)=NO1)N1CCN(Cc2ccccc2)CC1 (stereo unspecified) | -7% | 12% | 0% | 1.5% | -8%[46.1 µM] | -18%[38.3 µM] | -11% | -8% |
| COc1ccc(Nc2nc(NCC3CCCO3)c3ccccc3n2)c(OC)c1 (stereo unspecified) | -24% | 0% | 0% | 0.5% | -49% | 18% | -44%[inhibitor] | -2% |

The list continues.
| SMILES | RECQ1 inh | JMJD2E inh | KinaseGlo FLuc | Epigenetic reg | NPSR antag | IMPase Li inh | SMN2 splice up | RGS12 GoLoco inh |
| --- | --- | --- | --- | --- | --- | --- | --- | --- |
| Cc1ccc(NC(=O)CC2SC(=NCC3CCCO3)NC2=O)cc1Cl (stereo unspecified) | -1% | 12% | -1% | 0.0% | 25% | 3% | -9% | 16% |
| CCCCOCCCNc1ncnc2c1[nH]c1ccccc12 | -8% | ? | -1% | 1.6% | -14%[46.1 µM] | 41%[activator][38.3 µM] | -83%[inhibitor] | 4% |
| CCOC(=O)c1sc2nc3c(SCCC#N)cc(C(=O)c4cc(F)ccc4O)cn3c(=O)c2c1C | -4% | ? | 2% | -0.9% | -15% | -1% | -40%[inhibitor] | 33%[activator] |
| COCCCNC(=O)Cn1c(=O)n(Cc2ccc(C(=O)NCCc3ccc(OC)c(OC)c3)cc2)c(=O)c2ccccc21 | 2% | -3% | 0% | 1.9% | 1% | -3% | -5% | 1% |
| COc1ccc(C(=O)OCCN=C2NS(=O)(=O)c3ccccc32)cc1OC | 8% | -4% | -4% | -2.3% | -6%[46.1 µM] | -9%[38.3 µM] | -1% | 3% |
| Cn1c(=O)c2c(ncn2CC(=O)N/N=C/C(Cl)=C/c2ccccc2)n(C)c1=O | -1% | -6% | 2% | 0.0% | -8% | 14% | 10% | 3% |
| CCCc1nc2ccccc2c(=O)n1/N=C/c1ccc(O)cc1O | -5% | 32µM* | -3% | 5.3% | -30%[46.1 µM] | 6%[38.3 µM] | -22% | 4% |
| Cc1ccc(C(=O)NCCc2ccc(S(N)(=O)=O)cc2)o1 | 11% | 3% | 0% | 4.2% | 9% | 1% | 7% | 10% |
| CCOC(=O)c1c(C)n(C)c2ccc(OC(C)=O)cc12 | 1% | -16% | -3% | 0.0% | -2%[46.1 µM] | 0% | -8% | -5% |
| COc1ccc(Nc2nc(N)nc(C(F)(F)F)n2)c(OC)c1 | -1% | 2% | 8% | -0.9% | -7%[46.1 µM] | 0% | 8% | 9% |
| Cc1ccccc1N1CCN(S(=O)(=O)c2ccc3oc(=O)ccc3c2)CC1 | i | 0% | 2% | -11% | -12%[46.1 µM] | 27%[38.3 µM] | -41%[inhibitor] | 3% |
| CC(=O)Nc1ccc2c(c1)OCO2 | -2% | -3% | 1% | -2.8% | 7% | 10% | 6% | 4% |
| CCC(=O)N(Cc1cc(=O)[nH]c2ccccc12)c1ccc(C)cc1 | 7% | -29% | . | -0.7% | -5% | . | . | 2% |
| COc1cc(NS(=O)(=O)c2ccc(NC(=S)NC(=O)CC(C)C)cc2)nc(OC)n1 | 1% | 2% | 2% | -7.5% | 5%[46.1 µM] | 7% | 11% | -3% |
| Cn1nc(C(C)(C)C)c([N+](=O)[O-])c1C(N)=O | -1% | 1% | . | 0.0% | 4% | . | . | 1% |

Other structures.
Each structure is followed by: RECQ1 inh, JMJD2E inh, KinaseGlo FLuc, Epigenetic reg, NPSR antag, IMPase Li inh, SMN2 splice up, RGS12 GoLoco inh
CCCCNC(=O)CCn1c(=O)c2ccccc2n(CC(=O)Nc2ccccc2OCC)c1=O
    -2%, -6%, 2%, 1.1%, 0%[46.1 µM], 8%[38.3 µM], 12%, -1%
O=C(Nc1ccccc1)c1ccn[nH]1
    i, -2%, -20%, 3.8%, 12%[46.1 µM], -8%[38.3 µM], 13µM*, -6%
Cc1nc2ccccn2c1C(=O)Nc1ccc(Cl)cc1
    -18%, -6%, 1%, -7.0%, -11%, 0%, 88%, -7%
CC(C(=O)N1CCCc2ccccc21)N1CCN(S(=O)(=O)c2ccccc2F)CC1 (stereo unspecified)
    -6%, 5%, 3%, -0.8%, -9%[46.1 µM], 9%[38.3 µM], -35%[inhibitor], 1%
Cc1c(C(=O)c2ccc([N+](=O)[O-])cc2)c(=O)n(C)c(=O)n1C
    i, -17%, 6%, 3.7%, 8%, 3%, 4%, 2%
O=C(Nc1ccc2c(c1)OCO2)c1cccc(Cl)c1
    7%, 6%, ?, -1.1%, -17%[46.1 µM], 17%[38.3 µM], 16µM*, 6%
Clc1ccc(-n2nnnc2-c2ccccc2)cc1Cl
    i, 2%, -1%, 3.0%, -9%[46.1 µM], 10%[38.3 µM], -9%, -1%
Cc1cc(-c2nnc(CCC(=O)N(C)C(C)c3cccs3)o2)no1 (stereo unspecified)
    0%, -2%, ., 2.8%, 3%, ., ., -3%
Cn1cnnc1SCC(=O)Nc1ccc(N2CCOCC2)cc1
    -9%, 0%, -1%, -0.4%, 14%, 2%, -7%, -2%
c1coc(CN(Cc2cccs2)Cc2nnnn2C2CCCCC2)c1
    -1%, -8%, 0%, -0.8%, -2%[46.1 µM], 5%, -25%, 6%

The list goes on.
Each structure is followed by: RECQ1 inh, JMJD2E inh, KinaseGlo FLuc, Epigenetic reg, NPSR antag, IMPase Li inh, SMN2 splice up, RGS12 GoLoco inh
CCOC(=O)c1c(C)[nH]c(C(=O)CSc2nnnn2-c2ccccc2)c1C
    -6%, -5%, -9%, -4.3%, -1%[46.1 µM], -29%[38.3 µM], ?, -7%
COc1ccc(OCC(=O)Nc2ccc(N3CCN(C(=O)c4ccco4)CC3)cc2)cc1
    -10%, -1%, -3%, -6.0%, 6%, 16%, ., -3%
CCN(CC)c1ccc2c(O)cc(=O)oc2c1
    -16%, 1%, 3%, -5.2%, -35%, -1%, 7%, 2%
CCC(c1ccccc1)c1nc(-c2cccnc2)no1 (stereo unspecified)
    -8%, -3%, 0%, -3.2%, -11%, 3%, -4%, 7%
N#C/C(=C\C=C\c1ccccc1[N+](=O)[O-])C(=O)NC1CCCCC1
    -9%, -7%, 7%, -3.4%, ?, 5%, 8%, 5%
O=C(CCS(=O)(=O)c1ccc(Br)cc1)Nc1ccc(Br)cc1F
    35µM*, 4%, 2%, -1.8%, 4%, 0%, ?, 3%
Cc1cccc(C(=O)NC(C(=O)Nc2ccccc2N2CCOCC2)C(C)C)c1 (stereo unspecified)
    -10%, 0%, -1%, -0.6%, -15%, 1%, -1%, 0%
COc1cnc(SC(C)C)[nH]c1=O
    i, 8%, 2%, 1.5%, 1%, 1%, ., 2%

As entered above:
In IMPase Li inh, COc1cnc(SC(C)C)[nH]c1=O reads 1%
In IMPase Li inh, CCOC(=O)c1c(C)[nH]c(C(=O)CSc2nnnn2-c2ccccc2)c1C reads -29%[38.3 µM]
In IMPase Li inh, N#C/C(=C\C=C\c1ccccc1[N+](=O)[O-])C(=O)NC1CCCCC1 reads 5%
In NPSR antag, CCC(c1ccccc1)c1nc(-c2cccnc2)no1 (stereo unspecified) reads -11%

Some of the compounds tested. The share of hits here may be higher or lower than overall.
